FXN GAA850 act: frataxin GAA850 promoter activation; AID 540364; HEK293 lucGAA850 FXN promoter luciferase reporter, 24 h; percent of 10 µM SAHA response; hit rate 0.56% among 360,000; activation, % at 6 µM;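 active means activation above the average of all compounds screened plus 3 SD, cutoff fixed separately per campaign, cut at about 7.5% in these data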;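 further: 0% = DMSO wells and 100% = 10 µM SAHA wells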
GC-B act: GC-B (human) receptor activation | P20594 | hit rate 0.11% among 370,000 | AID 1920062 | HEK293-GC-B cells, CNP EC30, cGMP TR-FRET; 0% at EC30 CNP, 100% saturating CNP | activation, % at 10 µM;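 active means activation at 10 µM reaching about 35% in either raw or pattern-adjusted values, limit read from the data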
DAX1 inh-1: inhibitors of DAX1 repression of SF-1 activated StAR promoter | AID 652010 | hit rate 1.1% among 370,000 | HEK293T StAR-luciferase reporter, SF-1/DAX-1 repression relief | inhibition, % at 6.8 µM;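 active means inhibition above the mean over all tested compounds plus 3 SD, cut at about 3.6% in these data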;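 further: 0% = DAX-1 cells with DMSO and 100% = cells lacking DAX-1 with DMSO; higher inhibition means more luminescence from relief of DAX-1 repression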
GC-A act: GC-A (human) enzyme activation; activation, % at 10 µM; hit rate 0.14% among 370,000; HEK293 GC-A cells, cGMP TR-FRET, EC30 ANP; 0% at EC30 ANP, 100% saturating ANP; AID 1671463; in the data active means activation above about 40%
SMARCA2 act: increases SMARCA2 function in MMTV reporter cells. MG213 cells, MMTV-luciferase reporter, dexamethasone, overnight. activation, % at 9.1 µM. hit rate 1% among 370,000. AID 652017; in the data active means activation above about 7.8%;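 further: 0% = vehicle wells and 100% = reference activator wells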
ADAM10 inh: inhibits human ADAM10; AID 720582; hit rate 0.62% among 370,000; inhibition, % at 7 µM; O14672; recombinant ADAM10, EDANS/DABCYL FRET peptide cleavage, 3 h;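 active means inhibition above a per-campaign cutoff equal to the mean of compounds falling between control-based bounds plus 3 SD, cut at about 20% in these data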;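 further: 0% = DMSO wells while the 100% control is not disclosed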
Target sequence (O14672 214-748 limits assumed): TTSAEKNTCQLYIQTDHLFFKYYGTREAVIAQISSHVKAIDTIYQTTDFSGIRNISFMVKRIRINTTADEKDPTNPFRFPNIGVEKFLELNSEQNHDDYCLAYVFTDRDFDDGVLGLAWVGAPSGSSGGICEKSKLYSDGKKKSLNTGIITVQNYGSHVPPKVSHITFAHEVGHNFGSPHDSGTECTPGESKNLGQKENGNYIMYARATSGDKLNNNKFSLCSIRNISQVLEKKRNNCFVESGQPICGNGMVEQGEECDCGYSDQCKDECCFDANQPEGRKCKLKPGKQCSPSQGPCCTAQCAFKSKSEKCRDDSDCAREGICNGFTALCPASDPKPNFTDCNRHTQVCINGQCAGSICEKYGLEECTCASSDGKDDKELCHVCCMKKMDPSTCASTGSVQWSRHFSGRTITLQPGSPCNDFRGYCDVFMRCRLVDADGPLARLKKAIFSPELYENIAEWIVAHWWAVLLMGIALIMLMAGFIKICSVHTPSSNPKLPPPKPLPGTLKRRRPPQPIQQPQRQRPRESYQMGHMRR
DAX1 inh-2: NR0B1 (DAX1) inhibition. P51843. HEK293 Gal4-DAX1 luciferase reporter, luminescence. inhibition, % at 6.75 µM. hit rate 0.99% among 340,000. AID 504766;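 active means inhibition above the mean over all tested compounds plus 3 SD, cut at about 4.2% in these data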;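 further: 0% = DAX1-transfected cells with DMSO and 100% = empty-vector control cells with DMSO; inhibition shows as a rise in luminescence from relieved DAX1 repression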
Target sequence (P51843 207-470 limits assumed): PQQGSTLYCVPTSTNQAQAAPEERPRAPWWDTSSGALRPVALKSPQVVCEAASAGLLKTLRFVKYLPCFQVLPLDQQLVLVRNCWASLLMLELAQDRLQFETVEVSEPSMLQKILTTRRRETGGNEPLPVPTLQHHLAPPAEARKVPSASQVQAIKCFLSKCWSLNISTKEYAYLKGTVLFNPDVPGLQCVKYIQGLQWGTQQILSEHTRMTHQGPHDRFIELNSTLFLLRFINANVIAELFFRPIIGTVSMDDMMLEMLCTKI
ssDAF12 agonist: activators of S. stercoralis DAF-12 nuclear receptor; HEK293 ssDAF-12/GRIP1 lit1-tk-luc reporter, luminescence; % of 3 µM dafachronic acid response; activation, % at 6.8 µM; hit rate 1% among 370,000;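 active means activation above the mean over all tested compounds plus 3 SD, cut at about 0.9% in these data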;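 further: 0% = DMSO-only wells and 100% = 3 µM delta7-dafachronic acid wells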
hcDAF12 agonist: activators of H. contortus DAF-12 nuclear receptor; HEK293 hcDAF-12 lit1-tk-luc reporter, luminescence; 0% DMSO, 100% Δ7-dafachronic acid; activation, % at 6.8 µM; hit rate 1.4% among 370,000; AID 652067;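 active means activation above the mean of all tested compounds plus 3 SD, cut at about 5.5% in these data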;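 further: 100% = response to 3 µM Δ7-dafachronic acid high control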
hgDAF12 agonist: agonists of H. glycines DAF-12 nuclear receptor; activation, % at 6.8 µM; HEK293 GAL4-hgDAF12 UAS-luciferase reporter, agonist luminescence; normalized to butyrate control; hit rate 1.8% among 370,000;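 active means activation above a cutoff set at the mean of all screened compounds plus 3 SD, cut at about 10% in these data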;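 further: 0% = DMSO wells and 100% = sodium butyrate wells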
HGIII-sPLA2 inh: Inhibits HGIII-sPLA2 liposome hydrolysis, primary screen | Q9NZ20 | QFRET BODIPY PC-A2 liposome hydrolysis, fluorescence | inhibition, % at 12.2 µM | hit rate 0.56% among 370,000;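 active means inhibition above mean plus 3 SD of compounds lying within the high and low control bounds, cut at about 19% in these data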;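 further: 0% = median of test compound wells and 100% = no enzyme DMSO wells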
* marks the source's active call; other numbers are inactive results; x = no result given.

SMILES	FXN GAA850 act	GC-B act	DAX1 inh-1	GC-A act	SMARCA2 act	ADAM10 inh	DAX1 inh-2	ssDAF12 agonist	hcDAF12 agonist	hgDAF12 agonist	HGIII-sPLA2 inh
CCCN1CCCCC(NC(=O)c2cccs2)C1=O (centres undefined)	x	-2	-0.1	3	1	-7	x	-0.1	1.2	-0.8	5
OC(CN1CCOCC1)CN1CCOCC1	-0.3	4	0.4	10	-1	-8	0.1	-1.1	0.5	0.6	4
CC(=O)c1cc2c(cc1NC(=O)C1CC1)OCO2	-2.5	-9	-0.1	-6	0	-34	1.1	-1.1	-1.4	2.3	-3
CC1(C)Oc2ccc3ccc(=O)oc3c2-c2cnoc21	0.4	-4	0.0	0	2	-161	0.4	-1.0	1.0	-3.0	-6
O=C1NC(=O)C(c2ccc(Cl)cc2)N1 (centres undefined)	-2.0	4	-0.1	1	2	10	0.3	-1.3	0.1	-0.3	0
CC(=O)NC(Cc1cc(C)ccc1C)C(=O)N1CCN(C(=O)c2ccc(Br)cc2)CC1 (centres undefined)	-0.2	-1	-1.0	-6	0	-4	0.5	-1.4	1.4	0.7	-2
O=Cc1cc(N=Nc2ccc(S(=O)(=O)O)cc2)ccc1O	1.1	6	0.3	-1	-3	-6	1.9	-0.9	0.3	0.6	1
COc1ccccc1CNC(=O)c1cc(C)nn1-c1ccccc1	-1.1	6	0.0	2	-1	0	-0.7	-0.8	-1.1	3.2	-2
Oc1ccc(/C=N/N=C/c2ccc(O)cc2)cc1	3.0	-8	1.4	-6	3	3	0.6	0.0	5.5	8.3	-3
COC(=O)Cc1ccc(NC(=S)NCCC(C)C)cc1	-0.7	0	-0.2	3	-1	0	-0.3	-2.0	-2.4	-0.1	9
COc1cccc(-c2csc(N3CCN(C(=S)Nc4cccc(C)c4)CC3)n2)c1	2.2	5	-1.3	1	4	9	1.8	-1.7	0.9	2.6	6
CCC(C)C(Nc1ccc(C(=O)OC)cc1[N+](=O)[O-])C(=O)OC (centres undefined)	3.1	-2	0.6	4	-4	-1	-0.2	-1.1	4.4	0.2	19
Cc1cccc(NS(=O)(=O)c2cc(C(=O)NCCC3=CCCCC3)ccc2Cl)c1	-1.0	5	-1.4	2	-6	21*	-1.5	-1.9	-2.6	-5.1	-35
CCN(CC)CCN(C)C(=O)c1ccc(OC2CCN(C(=O)C3CC3)CC2)cc1	0.0	2	0.4	1	-3	12	0.1	-1.2	-1.8	4.9	5
Cc1ccc(O)c(NC(=O)C2=CC(c3ccco3)=NS(=O)(=O)N2C)c1	-2.1	-5	-0.4	-2	-1	-8	0.1	-1.1	-0.3	-0.3	1
CCC1C/C(=C\c2cccnc2)C(=O)/C(=C/c2cccnc2)C1 (centres undefined)	-15	-12	-4.5	-19	-12	11	-5.0	-3.9	-10	-13	-2
c1ccc(C(c2nnnn2C2CCCC2)N2CCN(c3nc4ccccc4s3)CC2)cc1 (centres undefined)	1.0	-7	-0.7	-3	-6	-10	0.5	-0.3	-1.1	-2.6	11
Clc1ccc(OCc2nnc3n2N=C(c2ccc4c(c2)OCCO4)CS3)c(Cl)c1	-1.8	3	-1.1	3	3	13	-1.4	-1.6	-1.6	-1.4	2
COC(=O)c1cccc(NC(=S)Nc2cc(Cl)ccc2OC)c1	2.5	3	0.5	-3	0	-17	-0.6	-1.7	-1.3	1.7	4
Cc1ccc(C)c(S(=O)(=O)Nc2ccc(C(=O)NCC(c3ccco3)N(C)C)cc2)c1 (centres undefined)	0.7	3	1.3	0	1	-8	-0.2	-0.5	0.1	2.4	-10
CSc1nnc(SCC#N)s1	-0.2	2	-0.2	5	0	5	x	-0.6	2.8	3.6	-10
CC1(C)C2CCC1(CS(=O)(=O)N1CCC(C(N)=O)CC1)C(=O)C2 (centres undefined)	0.1	5	-1.5	-2	-1	-2	0.1	-1.3	1.4	0.6	2
CC(Cc1cccnc1)NC(=O)c1cc(COc2ccc(F)cc2Cl)on1 (centres undefined)	-0.8	-1	-2.5	21	-2	-3	-0.6	-1.1	-2.0	-3.0	4
Cc1ccc(N2C(=O)C3C4C=CC(CC4)C3C2=O)c([N+](=O)[O-])c1 (centres undefined)	-0.2	-3	-0.1	4	-1	-3	-0.8	-0.4	-0.3	1.1	5
CCSc1nc(C2CC2)cc(-c2ccco2)c1C#N	2.4	3	0.3	-6	1	-9	-0.7	-1.4	-1.0	1.3	6
O=C(N=C1SC2CS(=O)(=O)CC2N1Cc1ccccc1Cl)C1CCCO1 (centres undefined)	-0.8	1	0.2	2	-1	0	0.8	-1.0	-0.7	3.9	6
Cc1ccc(C(=O)Nc2ccc(Cl)cc2C(F)(F)F)c(Cl)c1	4.4	-3	0.1	-1	3	1	0.8	-0.8	-0.3	13*	8
CCOC(=O)C1(CCc2ccccc2)CCN(Cc2ccc(OC)cc2)CC1	-0.3	1	-0.5	2	0	-8	-1.0	-1.2	-1.9	-2.4	-3
Cc1ccc(-c2nc(NC(=O)CSc3nnc4scc(-c5ccccc5)n34)ns2)cc1	-1.1	2	-1.0	21	-2	-4	2.8	-1.4	-1.9	-2.2	-5
O=C(O)CC(SCC(=O)NC1CCCc2ccccc21)C(=O)O (centres undefined)	-0.4	2	0.2	3	2	-2	0.1	-2.2	-0.6	-4.3	-4
COc1ccc(OC)c(-n2nnnc2SCC(=O)Nc2ccccc2OC)c1	0.5	2	-0.4	-5	0	-1	-0.9	-0.7	-0.5	-1.4	-12
COc1ccc(C)cc1NCc1cccc(OC)c1OC	1.4	-4	-0.4	-5	-1	-5	0.7	-1.6	-0.8	-1.8	10
CCSC(C)CC1C/C(=N/O)c2c(CC)noc2C1 (centres undefined)	1.8	-6	-0.1	3	-2	0	-0.8	-1.2	-2.6	-0.5	-2
COc1cc(OC)cc(-c2oc(=O)c3cc(OC)c(OC)cc3c2C#CCCO)c1	2.3	8	-0.4	3	1	-150	-0.5	-1.1	-1.2	-2.3	1
COc1ccc(OC)c(C(=O)CSc2nccc(-c3ccc(Br)cc3)n2)c1	2.0	-10	0.6	-7	1	-2	2.1	-1.8	-1.9	-0.4	-10
O=C(O/N=C/c1ccc(Br)cc1)c1ccc(F)cc1	0.4	2	-0.2	0	-2	-1	0.4	-0.1	0.2	-1.8	-6

Entries of single compounds as entered above. Screens in order: FXN GAA850 act | GC-B act | DAX1 inh-1 | GC-A act | SMARCA2 act | ADAM10 inh | DAX1 inh-2 | ssDAF12 agonist | hcDAF12 agonist | hgDAF12 agonist | HGIII-sPLA2 inh
Listed for CCSC(C)CC1C/C(=N/O)c2c(CC)noc2C1 (centres undefined) = 1.8 | -6 | -0.1 | 3 | -2 | 0 | -0.8 | -1.2 | -2.6 | -0.5 | -2
Listed for O=C(O/N=C/c1ccc(Br)cc1)c1ccc(F)cc1 = 0.4 | 2 | -0.2 | 0 | -2 | -1 | 0.4 | -0.1 | 0.2 | -1.8 | -6
Listed for Cc1ccc(C(=O)Nc2ccc(Cl)cc2C(F)(F)F)c(Cl)c1 = 4.4 | -3 | 0.1 | -1 | 3 | 1 | 0.8 | -0.8 | -0.3 | 13* | 8

Remaining list, next part.
SMILES	FXN GAA850 act	GC-B act	DAX1 inh-1	GC-A act	SMARCA2 act	ADAM10 inh	DAX1 inh-2	ssDAF12 agonist	hcDAF12 agonist	hgDAF12 agonist	HGIII-sPLA2 inh
Oc1cc(Br)ccc1C=Nc1ccc(N2CCCCC2)cc1	-1.6	-5	-1.2	15	2	7	-0.8	-0.7	1.1	-4.8	3
Cn1cnc(S(=O)(=O)Nc2ccc(OC(F)F)cc2)c1	0.6	1	-0.1	-2	-6	3	0.8	-2.0	-0.1	-0.4	10
CN(C(=O)CCN1C(=O)/C(=C/c2ccc(F)cc2)SC1=S)C1CCS(=O)(=O)C1 (centres undefined)	-0.5	-6	-0.1	-2	-3	-10	0.5	-0.8	0.6	3.9	2
CSc1ccccc1-c1nnc(-c2ccc(Cl)cc2)o1	5.3	6	0.4	5	6	-21	1.6	0.1	3.5	8.6	5
COc1ccc(OC)c(CN2C(=O)CCCC2(C)c2nnnn2C2CCCC2)c1 (centres undefined)	x	-1	0.1	-4	-2	-1	x	-0.8	0.2	2.7	-7
COC(=O)Cc1[nH]nc2c1C(c1c[nH]c3ccccc13)C(C#N)=C(N)O2 (centres undefined)	0.6	14	-0.2	10	-1	7	1.0	-0.9	3.0	-0.1	-1
CCCN(Cc1ccccc1)C(=O)Nc1ccc2c(c1)nnn2C	1.9	-3	0.4	-3	2	-66	-1.6	-2.0	-2.9	-4.7	9
C[C@@H](C(=O)Nc1ccccc1N1CCOCC1)N1C(=O)C2CCCCC2C1=O (some centres undefined)	-0.1	7	-0.2	2	0	-2	0.6	-0.6	-0.6	0.6	10
O=C1CC(c2ccccc2)c2cc(O)ccc2O1 (centres undefined)	1.1	x	0.0	x	-1	-7	0.2	-1.4	-0.2	-0.8	-6
Cc1ccccc1CS(=O)(=O)Cc1ccc(C(=O)NCC2CCCO2)o1 (centres undefined)	-0.7	3	-0.3	-2	-3	-2	-0.6	-0.8	1.5	-1.0	-2
O=C1CC(=C(c2ccccc2)c2ccccc2)C(=O)N1CCCN1CCN(c2cccc(Cl)c2)CC1	-1.1	-4	-0.1	-2	0	11	0.5	-0.4	-2.2	-0.4	-21
CCCCOc1ccc(NC(=O)CSc2nnnn2C)cc1	0.6	2	-0.2	7	-1	3	1.1	-1.2	0.0	-0.1	-1
CCn1c(/N=C/c2ccccc2O)nc2ccccc21	0.7	1	0.1	1	-3	-5	0.6	-0.4	2.9	2.9	2
CC(=O)Nc1cccc(-c2nnc(-c3ccccc3)o2)c1	3.6	-4	0.0	-4	4	7	-0.7	-0.7	-0.3	12*	5
Cc1[nH]n(-c2ccccc2)c(=O)c1C=Nc1ccc(S(=O)(=O)Nc2nccs2)cc1	-0.6	-2	0.1	-3	-5	-4	-0.5	-1.0	1.2	-2.1	-1
CCCC(=O)Nc1cccc(-c2cn3ccsc3n2)c1	-3.8	0	-0.2	-7	2	8	0.1	-1.5	-1.3	0.7	-3
Cn1ncc(Cl)c1C(=O)N1CCN(c2ccccc2)CC1	0.2	-3	1.7	3	-1	-6	-0.1	-0.4	0.8	0.4	-1
O=C(c1ccc(Oc2ccc(C(F)(F)F)cc2[N+](=O)[O-])cc1)N1CCOCC1	-2.0	-6	-1.3	0	-3	2	-0.6	-1.1	-1.8	0.1	-6
OC(CSc1c(Cl)cccc1Cl)CN1CCN(c2ccc(F)cc2)CC1 (centres undefined)	-0.2	-2	0.1	0	-3	21*	-0.1	-1.7	-1.1	-6.0	0
O=C(NCc1ccccc1)c1ccc(Cl)cc1[N+](=O)[O-]	-3.0	-1	0.7	1	5	-12	0.9	-1.0	0.3	-0.4	2
O=C(NCC1COc2ccccc2O1)c1ccc(Cl)c(S(=O)(=O)N2CCOCC2)c1 (centres undefined)	-1.8	-1	-2.1	2	-1	6	-0.6	-1.0	0.1	-2.4	-7
CC1=C(C(=O)Nc2ccc(C)cc2C)C(c2ccc([N+](=O)[O-])cc2)n2ncnc2N1 (centres undefined)	-0.6	-9	1.3	-5	-9	-8	1.7	-0.6	-0.2	-0.5	6
